p97 inhibitor: blocks human p97 ATPase activity; P55072; recombinant p97 ATPase, Kinase-Glo ATP luminescence, 3 h; inhibition, % at 8 µM; 220,000 compounds, 0.42% hits; AID 1481; in the data active = inhibition above about 15%;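 also: 0% = DMSO vehicle and 100% = wells lacking enzyme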
Rad51 HR inh: blocks human Rad51 in homologous recombination; Q06609; hRad51 DNA strand exchange, fluorescence dequenching; inhibition, % at 10 µM; 200,000 compounds, 0.085% hits; AID 1385;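 active = inhibition above 40% at the single screening dose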;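 also: 0% = DMSO control wells and 100% = blanks with heterologous ssDNA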
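Assay system: Human Rad51 nucleoprotein filaments preassembled on unlabelled ssDNA | Reagent: Donor/quencher-labelled 47-bp dsDNA substrate | Doses: One concentration, 10 µM final | Times: 37 °C 15-min filament assembly, 30-min compound preincubation, 15-min exchange | Technique: Fluorescein emission 520 nm, excitation 485 nm | Benchmarks: Plate control and blank wells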
hK5 inh: kallikrein 5 (human) inhibition. recombinant hK5, fluorogenic AMC substrate cleavage. AID 873. inhibition, % at 5 µM. 210,000 compounds, 0.59% hits. Q9Y337;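 active = inhibition of 40% or more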;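 also: 0% = enzyme controls without compound and 100% = no-enzyme blanks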
Target sequence (Q9Y337 67-293 limits assumed): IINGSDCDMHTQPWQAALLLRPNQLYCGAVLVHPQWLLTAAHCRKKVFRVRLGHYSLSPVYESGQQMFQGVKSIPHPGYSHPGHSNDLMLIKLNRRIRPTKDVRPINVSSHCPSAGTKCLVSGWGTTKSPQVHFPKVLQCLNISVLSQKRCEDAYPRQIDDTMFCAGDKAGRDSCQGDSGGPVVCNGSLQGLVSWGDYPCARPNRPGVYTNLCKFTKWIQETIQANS
Wee1 stabilizer: human Wee1 degradation inhibition, primary screen; 220,000 compounds, 1.2% hits; HeLa Luc-Wee1K328M stability, luciferase luminescence; 100% = proteasome inhibitor MG132 effect; reporter increase, % at 5 µM;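 active = activation above the mean of all tested compounds plus 3 SD, set per screening run, cut at about 8.8% in these data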;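 also: cells exposed to compound for 20 h before luminescence read; 0% = DMSO alone and 100% = MG132 at 30 µM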
MDM2 E3 inh: blocks human Mdm2 ubiquitin ligase activity; Q00987; cell-based MDM2 ubiquitination luciferase reporter, 2 h; 0 = plate control, 100 = twice control, blank-subtracted; signal enhancement, % at 5 µM; 210,000 compounds, 0.11% hits; AID 1230;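 active = signal enhancement of 30% or more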;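 also: luminescence tracks abundance of the self-degrading MDM2-luciferase fusion protein; higher signal means inhibition of MDM2 E3 ligase activity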
Target sequence (Q00987 whole entry, looked up, the tested form may be a part): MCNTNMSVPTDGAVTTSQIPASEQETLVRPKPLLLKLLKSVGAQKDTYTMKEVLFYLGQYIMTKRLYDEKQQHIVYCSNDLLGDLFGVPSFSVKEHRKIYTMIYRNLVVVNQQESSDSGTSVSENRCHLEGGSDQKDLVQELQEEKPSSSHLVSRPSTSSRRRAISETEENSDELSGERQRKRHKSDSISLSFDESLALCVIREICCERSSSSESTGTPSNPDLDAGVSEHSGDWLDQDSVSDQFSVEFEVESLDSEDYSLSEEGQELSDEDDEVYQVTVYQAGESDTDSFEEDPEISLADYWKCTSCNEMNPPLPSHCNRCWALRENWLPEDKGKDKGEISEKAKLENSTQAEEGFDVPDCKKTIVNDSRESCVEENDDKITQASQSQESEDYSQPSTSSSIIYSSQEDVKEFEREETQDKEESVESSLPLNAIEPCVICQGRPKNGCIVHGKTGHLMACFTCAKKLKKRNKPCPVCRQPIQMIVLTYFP
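Assay system: mammalian cells stably expressing self-ubiquitinating, self-degrading MDM2 E3–luciferase fusion. Quantity: 2000 cells in each well. Medium: DMEM culture medium. Compound dosing: single-point 5 µM. Timing: cell settling 4 h, compound treatment 2 h, both 37 °C. Technique: luciferase luminescence. Read-out basis: percent signal gain over controls, blank-subtracted. Benchmarks: plate controls and plate blanks.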
FXIIa inh 1536: factor XIIa (human) inhibition. P00748. purified FXIIa, Boc-QGR-AMC fluorogenic substrate, 2 h. inhibition, % at 5 µM. 220,000 compounds, 0.3% hits. AID 800; in the data active = inhibition above about 40%;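 also: 0% = enzyme with no compound and 100% = blank without enzyme; many of its hits are not listed in these tables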
FXIa inh 1536: inhibitors of human coagulation factor XIa; inhibition, % at 5 µM; purified FXIa, Boc-Glu-Ala-Arg-AMC fluorogenic substrate; P03951; 220,000 compounds, 0.14% hits;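 active = inhibition of at least 40%; inactive = inhibition below 40%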;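 also: fluorescence of freed AMC excited at 355 nm; 0% = enzyme without compound and 100% = no enzyme blank; many of its hits are not listed in these tables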
eIF4E 4G PPI: eIF4E/eIF4G interaction inhibition in translation initiation; 220,000 compounds, 0.37% hits; P63073+Q04637; inhibition, % at 21.7 µM; TR-FRET eIF4E-eIF4GI(517-606) binding, 2 h;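 active = inhibition above about 30%, limit read from the data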;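 also: 0% = full FRET control wells and 100% = background wells lacking eIF4GI fragment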
14-3-3 Bad PPI: disrupts binding of bovine 14-3-3 zeta to phospho-Bad peptide | inhibition, % at 21.7 µM | TR-FRET 14-3-3zeta/Dy647-pBad peptide displacement, 1 h | AID 781 | 220,000 compounds, 0.71% hits;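 active = inhibition above about 70%, limit read from the data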;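 also: 0% = full 14-3-3 plus peptide FRET controls and 100% = background without 14-3-3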
Target sequence (P63103 whole entry, looked up): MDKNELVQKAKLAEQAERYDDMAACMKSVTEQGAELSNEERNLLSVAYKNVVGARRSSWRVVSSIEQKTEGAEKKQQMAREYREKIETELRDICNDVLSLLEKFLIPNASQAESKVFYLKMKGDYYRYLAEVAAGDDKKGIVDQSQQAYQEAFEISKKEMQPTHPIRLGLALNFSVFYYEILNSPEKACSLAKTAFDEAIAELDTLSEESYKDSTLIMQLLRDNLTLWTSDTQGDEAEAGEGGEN
Starred values were filed as active, the others as inactive; [ ] = another dose, or the depositor's remark. Hits appear at their usual frequency; about 3.5% have a hit in one of these screens.

Results for COc1ccc(S(=O)(=O)/N=C2/NC(=O)/C(=C/c3ccco3)S2)cc1 ?
p97 inhibitor: -2; Rad51 HR inh: -10; hK5 inh: -34; Wee1 stabilizer: -2; MDM2 E3 inh: -5; FXIIa inh 1536: 9; FXIa inh 1536: 1; eIF4E 4G PPI: -2; 14-3-3 Bad PPI: 0[fluorescence artefact?]

How did COc1cc2c(C(=O)NCCCN3CCN(c4cccc(Cl)c4)CC3)cn(C)c(=O)c2cc1OC do in these assays?
p97 inhibitor: -4; Rad51 HR inh: -3; hK5 inh: -5; Wee1 stabilizer: -1; MDM2 E3 inh: -15; FXIIa inh 1536: -10; FXIa inh 1536: -15; eIF4E 4G PPI: -5; 14-3-3 Bad PPI: 0

Results for Cc1ccc(SCC(=O)NCCCc2ccccc2)cc1 ?
p97 inhibitor: -1; Rad51 HR inh: 0; hK5 inh: -15; Wee1 stabilizer: 2; MDM2 E3 inh: -18; FXIIa inh 1536: 0; FXIa inh 1536: -1; eIF4E 4G PPI: -6; 14-3-3 Bad PPI: -6

What do the screens show for `CCc1nnc(NC(=O)CN2C(=O)CCC2=O)s1`?
p97 inhibitor: -2; Rad51 HR inh: -2; hK5 inh: -20; Wee1 stabilizer: -1; MDM2 E3 inh: -3; FXIIa inh 1536: -4; FXIa inh 1536: -9; eIF4E 4G PPI: 1[fluorescence artefact?]; 14-3-3 Bad PPI: -9

How did O=C1/C(=C/Nc2ccc3c(c2)OCO3)CCc2ccccc21 do in these assays?
p97 inhibitor: -8; Rad51 HR inh: -27; hK5 inh: 0; Wee1 stabilizer: -6; MDM2 E3 inh: -1; FXIIa inh 1536: 11; FXIa inh 1536: 1; eIF4E 4G PPI: 3[fluorescence artefact?]; 14-3-3 Bad PPI: -3

Results for CCSc1ccccc1C(=O)N1CCN(Cc2ccc3c(c2)OCO3)CC1 ?
p97 inhibitor: -1; Rad51 HR inh: -5; hK5 inh: 1; Wee1 stabilizer: -2; MDM2 E3 inh: -14; FXIIa inh 1536: 3; FXIa inh 1536: -1; eIF4E 4G PPI: 3; 14-3-3 Bad PPI: 2

What do the screens show for `O=c1cc(-c2ccccc2)[nH]c2ccccc12`?
p97 inhibitor: 5; Rad51 HR inh: 0; hK5 inh: -1; Wee1 stabilizer: 0; MDM2 E3 inh: 1; FXIIa inh 1536: 10; FXIa inh 1536: 1; eIF4E 4G PPI: 49*[fluorescence artefact?]; 14-3-3 Bad PPI: 13

How did O=C(NC1CCCCCC1)c1ccc2nc3cc(Cl)ccc3c(=O)n2c1 do in these assays?
p97 inhibitor: 4; Rad51 HR inh: 0; hK5 inh: 0; Wee1 stabilizer: -1; MDM2 E3 inh: 5; FXIIa inh 1536: 3; FXIa inh 1536: -4; eIF4E 4G PPI: 2; 14-3-3 Bad PPI: 5

What do the screens show for `COc1ccc(-c2cn3cc([N+](=O)[O-])ccc3n2)cc1OC`?
p97 inhibitor: 3; Rad51 HR inh: -3; hK5 inh: 2; Wee1 stabilizer: 1; MDM2 E3 inh: -12; FXIIa inh 1536: 13; FXIa inh 1536: -1; eIF4E 4G PPI: -2; 14-3-3 Bad PPI: -8

How did COc1ccc(CCNC(=O)CSc2cn(Cc3cccc(C)c3)c3ccccc23)cc1OC do in these assays?
p97 inhibitor: -8; Rad51 HR inh: 4; hK5 inh: -10; Wee1 stabilizer: -2; FXIIa inh 1536: 3; FXIa inh 1536: -3; eIF4E 4G PPI: -5; 14-3-3 Bad PPI: 1

Results for COc1ccccc1C(=O)OCC(=O)NC(=O)NCc1ccccc1 ?
p97 inhibitor: 0; hK5 inh: 5; Wee1 stabilizer: -2; MDM2 E3 inh: -8; FXIIa inh 1536: 5; FXIa inh 1536: 1; eIF4E 4G PPI: 0; 14-3-3 Bad PPI: 1

Results for COc1ccc2c(c1)C(NC(=O)C(F)(F)F)CC2=O (stereo not drawn) ?
p97 inhibitor: 7; Rad51 HR inh: -7; hK5 inh: -7; Wee1 stabilizer: 0; MDM2 E3 inh: -5; FXIIa inh 1536: 0; FXIa inh 1536: -1; eIF4E 4G PPI: 4; 14-3-3 Bad PPI: -9[fluorescence artefact?]

What do the screens show for `CN(C)/C=C/C(=O)c1cc(F)cc(C(F)(F)F)c1`?
p97 inhibitor: 4; Rad51 HR inh: -1; hK5 inh: 12; Wee1 stabilizer: -1; MDM2 E3 inh: -17; FXIIa inh 1536: 5; FXIa inh 1536: 7; eIF4E 4G PPI: 1; 14-3-3 Bad PPI: -20

What do the screens show for `Cc1ccc(S(=O)(=O)/N=C2\SC(CC(=O)Nc3ccc(F)cc3)C(=O)N2c2ccccc2)cc1` (stereo not drawn)?
p97 inhibitor: -3; Rad51 HR inh: 4; hK5 inh: -14; Wee1 stabilizer: -3; MDM2 E3 inh: -23; FXIIa inh 1536: 2; FXIa inh 1536: -6; eIF4E 4G PPI: 1; 14-3-3 Bad PPI: -13

What do the screens show for `COc1ccc(-c2nc(=S)c3c(n2CCN2CCOCC2)CC(C)(C)OC3)cc1`?
p97 inhibitor: 4; Rad51 HR inh: 2; hK5 inh: 2; Wee1 stabilizer: -2; MDM2 E3 inh: -3; FXIIa inh 1536: 7; FXIa inh 1536: -4; eIF4E 4G PPI: 2; 14-3-3 Bad PPI: 2

How did CCC1=Nc2ccccc2NC2=C1C(=O)CCC2 do in these assays?
p97 inhibitor: -8; hK5 inh: 0; Wee1 stabilizer: 1; MDM2 E3 inh: -7; FXIIa inh 1536: 17; FXIa inh 1536: 7; eIF4E 4G PPI: 3; 14-3-3 Bad PPI: 25

How did O=C(N/N=C/c1cn(-c2cccs2)nc1-c1ccccc1)c1ccccc1O do in these assays?
p97 inhibitor: -4; Rad51 HR inh: -8; hK5 inh: -27; Wee1 stabilizer: 0; MDM2 E3 inh: -5; FXIIa inh 1536: 6; FXIa inh 1536: 10; eIF4E 4G PPI: -10; 14-3-3 Bad PPI: -16

What do the screens show for `CN(c1ccccc1)S(=O)(=O)c1ccc(Cl)c(C(=O)Nc2ccc(-c3nc4ccccc4[nH]3)cc2)c1`?
p97 inhibitor: 11; Rad51 HR inh: -2; hK5 inh: -17; Wee1 stabilizer: 1; MDM2 E3 inh: 1; FXIIa inh 1536: 5; FXIa inh 1536: 8; eIF4E 4G PPI: 4; 14-3-3 Bad PPI: 5[fluorescence artefact?]

What do the screens show for `CC(C)C(=O)Nc1nnc(COc2ccc(Cl)cc2)s1`?
p97 inhibitor: -7; hK5 inh: 9; Wee1 stabilizer: -2; MDM2 E3 inh: -2; FXIIa inh 1536: 12; FXIa inh 1536: 10; eIF4E 4G PPI: 5; 14-3-3 Bad PPI: -1

Results for O=C(NCC1CCCO1)C1CCC(CNS(=O)(=O)c2ccccc2)CC1 (stereo not drawn) ?
p97 inhibitor: 2; Rad51 HR inh: -3; hK5 inh: -2; Wee1 stabilizer: -2; MDM2 E3 inh: -7; FXIIa inh 1536: -12; FXIa inh 1536: -9; eIF4E 4G PPI: 4; 14-3-3 Bad PPI: 5

What do the screens show for `O=C(O)CCC(=O)NCc1c(Cl)cccc1Sc1ccc(Cl)cc1`?
p97 inhibitor: 11; Rad51 HR inh: -12; hK5 inh: -11; Wee1 stabilizer: 0; MDM2 E3 inh: -18; FXIIa inh 1536: 1; FXIa inh 1536: -10; eIF4E 4G PPI: 5; 14-3-3 Bad PPI: -1

How did COc1ccc2c(C)cc(SCc3c(C)noc3C)nc2c1 do in these assays?
p97 inhibitor: -2; Rad51 HR inh: 1; hK5 inh: -9; Wee1 stabilizer: -1; MDM2 E3 inh: -10; FXIIa inh 1536: 9; FXIa inh 1536: 2; eIF4E 4G PPI: 1; 14-3-3 Bad PPI: 7

How did Cc1cc(N)n2ncc(-c3ccc(Cl)cc3)c2n1 do in these assays?
p97 inhibitor: 8; Rad51 HR inh: 6; hK5 inh: -1; Wee1 stabilizer: 0; MDM2 E3 inh: -16; FXIIa inh 1536: 5; FXIa inh 1536: 0; eIF4E 4G PPI: 0; 14-3-3 Bad PPI: -17

Results for O=[N+]([O-])c1ccccc1N/N=C1\CCc2ccccc21 ?
p97 inhibitor: 1; Rad51 HR inh: 5; hK5 inh: 5; Wee1 stabilizer: 0; MDM2 E3 inh: -7; FXIIa inh 1536: 9; FXIa inh 1536: 4; eIF4E 4G PPI: -1; 14-3-3 Bad PPI: 0

How did C=CCn1c(CNC(=O)c2ccco2)nnc1SCC(=O)Nc1cccc(F)c1 do in these assays?
p97 inhibitor: 0; Rad51 HR inh: -1; hK5 inh: -30; Wee1 stabilizer: -2; MDM2 E3 inh: 2; FXIIa inh 1536: -9; FXIa inh 1536: -8; eIF4E 4G PPI: -4; 14-3-3 Bad PPI: 0

Results for Cc1ccc(C)c(OCC(=O)Nc2c[nH]c(=O)[nH]c2=O)c1 ?
p97 inhibitor: 9; Rad51 HR inh: -9; hK5 inh: -8; Wee1 stabilizer: -1; MDM2 E3 inh: -10; FXIIa inh 1536: 11; FXIa inh 1536: 2; eIF4E 4G PPI: 0; 14-3-3 Bad PPI: 1[fluorescence artefact?]

What do the screens show for `Nc1cc[n+](CC(=O)Nc2ccccc2)cc1`?
p97 inhibitor: 3; Rad51 HR inh: 15; hK5 inh: 14; Wee1 stabilizer: 1; MDM2 E3 inh: 1; FXIIa inh 1536: 3; FXIa inh 1536: -2; eIF4E 4G PPI: -1; 14-3-3 Bad PPI: -4

How did Cc1nc(N)nc(OCC(F)(F)C(F)F)c1Br do in these assays?
p97 inhibitor: -1; Rad51 HR inh: 3; hK5 inh: 0; Wee1 stabilizer: -3; MDM2 E3 inh: -22; FXIIa inh 1536: -13; FXIa inh 1536: -16; eIF4E 4G PPI: 0; 14-3-3 Bad PPI: 0

How did CN1CCNC(=O)C1CC(=O)N1CC=C(c2ccc(F)cc2)CC1 (stereo not drawn) do in these assays?
p97 inhibitor: -1; Wee1 stabilizer: 1; MDM2 E3 inh: -21; FXIIa inh 1536: 5; FXIa inh 1536: -4; eIF4E 4G PPI: 2; 14-3-3 Bad PPI: 3

How did CNC(=S)NNC(=O)Cc1ccccc1 do in these assays?
p97 inhibitor: 1; Rad51 HR inh: 0; hK5 inh: -38; Wee1 stabilizer: -1; MDM2 E3 inh: -23; FXIIa inh 1536: 23; FXIa inh 1536: 18; eIF4E 4G PPI: -8; 14-3-3 Bad PPI: -5

Pulled by compound from the entries so far, 2 records:
How did C=CCn1c(CNC(=O)c2ccco2)nnc1SCC(=O)Nc1cccc(F)c1 do in these assays?
p97 inhibitor: 0; Rad51 HR inh: -1; hK5 inh: -30; Wee1 stabilizer: -2; MDM2 E3 inh: 2; FXIIa inh 1536: -9; FXIa inh 1536: -8; eIF4E 4G PPI: -4; 14-3-3 Bad PPI: 0

How did CN1CCNC(=O)C1CC(=O)N1CC=C(c2ccc(F)cc2)CC1 (stereo not drawn) do in these assays?
p97 inhibitor: -1; Wee1 stabilizer: 1; MDM2 E3 inh: -21; FXIIa inh 1536: 5; FXIa inh 1536: -4; eIF4E 4G PPI: 2; 14-3-3 Bad PPI: 3
